# High-throughput results (PubChem BioAssay)
# CCR6 antag: CCR6 (human) receptor antagonism. inhibition, % at 20 µM. AID 493098. P51684. CHO-K1 CCR6 PathHunter beta-arrestin, luminescence, CCL20-stimulated. actives 0.49% (n = 340,000);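 active = compounds whose inhibition of the agonist-driven luminescence signal at 20 µM reaches about 50%, limit read from the data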;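 note: cells stimulated with CCL20 at 14 nM final; plate controls were DMSO with CCL20 for no effect and DMSO without agonist for full effect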
# EBI2 block: antagonists of human EBI2 receptor. EBI2 beta-arrestin recruitment, luminescence, 7a,25-OHC stimulated. inhibition, % at 5 µM. actives 0.81% (n = 360,000). P32249; in the data active = inhibition above about 38%;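 note: enzyme fragment complementation signal reports receptor beta-arrestin coupling in cells; 0% = agonist plus DMSO wells and 100% = wells without agonist; some results beyond the cut were filed as inactive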
# 697 NFkB inh: lowers PMA/ionomycin-induced NF-kB signal in 697 B cells; 697 B-cell NF-kB luciferase reporter, 16 h; inhibition, % at 4 µM; actives 0.33% (n = 330,000); in the data active = inhibition above about 35%
# Gli-Sufu antag: Gli-Sufu pathway antagonism; inhibition, % at 5 µM; Sufu-KO-LIGHT fibroblasts, Gli luciferase reporter luminescence; actives 0.74% (n = 340,000);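 active = inhibition above about 55%, limit read from the data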;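 note: 0% = DMSO-treated cells and 100% = wells with medium but no cells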
# Jurkat NFkB inh: inhibitors of the PMA/ionomycin-induced NF-kB reporter in Jurkat cells. PMA/ionomycin-induced NF-kB luciferase reporter, luminescence. inhibition, % at 4 µM. actives 0.53% (n = 330,000). AID 435003; in the data active = inhibition above about 50%
# CHOP UPR activ: activators of apoptotic arm of unfolded protein response (CHOP); AID 449763; activation, % at 10 µM; CHO-CHOP luciferase reporter, UPR activation, luminescence; percent of tunicamycin response over DMSO baseline; actives 0.34% (n = 330,000);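 active = at 10 µM dose, activation of 40% or more, normalized to positive control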;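 note: 100% = tunicamycin at 10 µg/mL and 0% = DMSO alone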
#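 Material: CHO-CHOP cells, stable luciferase reporter of PERK-eIF2a-CHOP signalling; quantity: 500 reporter cells seeded per well; buffer or medium: F12 medium containing 10% fetal bovine serum; compound: one dose, 10 µM in 0.5% DMSO; incubation: 6 h compound treatment, 37 °C; measured by: Steady-Glo luciferase luminescence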
# Mdm2-MdmX inh: inhibitors of human Mdm2/MdmX interaction. actives 3% (n = 330,000). AID 485346. O15151+Q00987. SaOS-2 split-luciferase Mdm2/MdmX complementation, luminescence. inhibition, % at 8 µM;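 active = inhibition of at least 50% at 8 µM in the primary screen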
# Target sequence (O15151 whole entry, looked up): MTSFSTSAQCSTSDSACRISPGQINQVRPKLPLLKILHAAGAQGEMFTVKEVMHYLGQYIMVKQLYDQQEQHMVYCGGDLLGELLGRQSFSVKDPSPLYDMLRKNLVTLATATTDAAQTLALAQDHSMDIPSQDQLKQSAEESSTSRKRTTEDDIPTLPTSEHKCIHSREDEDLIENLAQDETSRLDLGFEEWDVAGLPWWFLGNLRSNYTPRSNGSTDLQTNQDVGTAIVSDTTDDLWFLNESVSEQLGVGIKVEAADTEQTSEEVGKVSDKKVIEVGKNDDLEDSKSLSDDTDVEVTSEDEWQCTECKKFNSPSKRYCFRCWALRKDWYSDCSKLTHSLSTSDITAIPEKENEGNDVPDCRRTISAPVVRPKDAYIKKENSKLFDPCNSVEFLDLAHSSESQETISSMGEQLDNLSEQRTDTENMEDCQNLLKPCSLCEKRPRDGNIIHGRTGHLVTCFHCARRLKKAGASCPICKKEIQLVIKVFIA
# Target sequence (Q00987 whole entry, looked up): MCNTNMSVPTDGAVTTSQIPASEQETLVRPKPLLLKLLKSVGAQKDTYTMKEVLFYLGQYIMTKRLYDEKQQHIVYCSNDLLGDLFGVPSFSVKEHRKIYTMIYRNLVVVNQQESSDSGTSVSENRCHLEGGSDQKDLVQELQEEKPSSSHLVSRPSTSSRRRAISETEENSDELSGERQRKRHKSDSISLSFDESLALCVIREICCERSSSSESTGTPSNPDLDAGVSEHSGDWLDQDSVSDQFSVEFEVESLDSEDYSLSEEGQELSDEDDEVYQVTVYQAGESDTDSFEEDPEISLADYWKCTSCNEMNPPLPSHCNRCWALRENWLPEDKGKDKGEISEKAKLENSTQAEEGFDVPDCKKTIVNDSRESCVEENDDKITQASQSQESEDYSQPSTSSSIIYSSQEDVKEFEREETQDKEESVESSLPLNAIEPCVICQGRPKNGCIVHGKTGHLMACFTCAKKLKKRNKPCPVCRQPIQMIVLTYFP
# CXCR6 block: CXCR6 (human) receptor inhibition; O00574; CHO-K1 PathHunter CXCR6 beta-arrestin, luminescence; inhibition, % at 20 µM; actives 0.36% (n = 360,000); AID 602244; in the data active = inhibition above about 34%, passing the limit was not always enough;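 note: antagonist mode with CXCL16 agonist at 10 nM final; 0% = 10 nM CXCL16 with DMSO and 100% = unstimulated wells without agonist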
# UPR XBP1 act: activators of adaptive arm of unfolded protein response (XBP1); CHO-XBP1 luciferase reporter, IRE1-XBP1 UPR activation, luminescence; percent of tunicamycin response, DMSO as zero; activation, % at 20 µM; actives 0.33% (n = 330,000); AID 463104;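 active = versus positive control, 20 µM dose yields 30% or more activation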;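 note: 100% = tunicamycin at 10 µg/mL and 0% = DMSO only wells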
#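 Material: CHO-XBP1 cells stably carrying IRE1-XBP1-driven luciferase reporter | Medium: F12 with 10% serum | Compound dosing: 20 µM single concentration, DMSO 1% | Incubation: Overnight seeding at 37 °C, 6 h compound treatment at 37 °C | Detection: Steady-Glo luminescence read | Read-out basis: % activation of reporter signal versus tunicamycin and DMSO controls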
# The depositor's hits bear a star; x = no result given. An unsorted share of the library. About 5% of those tested had a hit in this group.
SMILES,CCR6 antag,EBI2 block,697 NFkB inh,Gli-Sufu antag,Jurkat NFkB inh,CHOP UPR activ,Mdm2-MdmX inh,CXCR6 block,UPR XBP1 act
O=C(NCc1ccccc1F)C(=O)NCC1OCCCN1S(=O)(=O)c1cccs1 (configuration not stated),13,4,-5,-24,4,-1.0,12,1,-5
O=S(=O)(NC1CC1)c1cccc(S(=O)(=O)N2CCCC2)c1,-12,-9,4,8,2,-0.9,-15,0,-4
Cc1ccc(Sc2ncccc2C(=O)NCC(c2ccc(F)cc2)N2CCOCC2)cc1C (configuration not stated),13,-4,4,-5,12,1.8,-4,2,-1
Cc1ccc(S(=O)(=O)N2CCN(C(=O)COC(=O)CCOc3ccccc3)CC2)c(C)c1,10,-7,11,3,15,3.6,-4,4,0
Cn1cnnc1SCc1ccccc1Br,11,0,31,3,6,-1.0,-3,8,-3
COc1ccc(CC(NC(C)=O)C(=O)NC2CCN(C(=O)NCc3ccccc3)CC2)cc1OC (configuration not stated),-2,-10,21,6,-1,-0.9,16,2,-1
Cc1csc2nc(NC(=O)c3ccccc3)sc(=O)c12,10,10,8,-7,-6,2.4,-11,-3,-1
C#CCOC(=O)CCCC(=O)Nc1ccccc1OC,-4,-1,4,-2,11,1.9,18,2,-1
COc1ccc(/C(N)=N/OC(=O)CCC2CCCC2)cc1,-1,-4,-6,-6,-7,1.1,-1,2,-1
Cc1ccc(N(C(=O)c2csnn2)C(C(=O)NC2CCCCC2)c2cccnc2)cc1C (configuration not stated),4,5,-2,-7,-29,0.1,14,-6,0
CC(=O)CSc1nnc(-c2ccco2)n1-c1ccccc1,1,4,2,-10,8,-1.7,8,1,2
CCCOc1ccc(CNC(=O)c2ccc3c(c2)N(CC)CCS3)cc1,3,6,-6,-1,10,-1.4,-8,3,-3
CON(C)C(=O)/C=C/c1ccc([B-](F)(F)F)cc1,3,-6,x,-29,x,x,x,1,x
CN(C)C(=O)c1cn(-c2ccccc2)nc1-c1cccs1,-7,-3,23,2,-7,1.8,11,-3,4
COc1ccc(-c2cc(C(=O)Nc3c(F)cc(F)cc3Br)no2)cc1,12,16,10,-6,-23,2.5,0,3,2
O=C(CN1CCN(c2ccccn2)CC1)Nc1ccc([N+](=O)[O-])cc1C(=O)Nc1ccccc1F,21,-19,15,4,14,3.6,29,4,-4
COc1cc2c(cc1OC)/C(=C/C(=O)c1cccc([N+](=O)[O-])c1)NCC2,17,8,20,17,-1,-0.7,29,10,13
Fc1ccccc1Cc1noc(CN2CCN(c3ccc(Cl)cn3)CC2)n1,14,11,10,16,5,-0.6,20,-10,-1
Cc1ccc(CNC(=O)CSCc2ccccc2)cc1,8,-5,5,-11,-6,2.1,-19,-12,3
NC(=O)Cn1cc(/C=N/NC(=O)c2ccc(Cn3cc(Cl)cn3)o2)c(-c2ccccc2)n1,-6,-9,23,-10,-5,-0.6,7,-2,-1
CCN(CC)CCNC(=O)C1CCCCN1S(=O)(=O)c1cccc([N+](=O)[O-])c1 (configuration not stated),4,3,9,13,-10,0.0,-20,-2,-2
CN(C)CCCC(C)(O)C(C)(C)c1ccccc1 (configuration not stated),-6,-17,-3,1,6,2.8,-22,-6,1
Clc1ccc2nc(-c3ccc(Cl)nc3)[nH]c2c1,17,-4,-76,-53,1,9.0,-10,0,10
CC1CCCN(S(=O)(=O)c2ccc(NC(=O)CN3CCCCC3)cc2)C1 (configuration not stated),-5,-19,-7,-12,1,1.3,26,8,-2
O=C(NC1CC1)C1=C[C@H](c2c[nH]c3ccccc23)C[C@H](OCc2ccc(CO)cc2)O1,-6,-6,4,9,2,-1.1,-5,1,-1

# In the list so far, three have two or more sulfur atoms:
SMILES,CCR6 antag,EBI2 block,697 NFkB inh,Gli-Sufu antag,Jurkat NFkB inh,CHOP UPR activ,Mdm2-MdmX inh,CXCR6 block,UPR XBP1 act
O=C(NCc1ccccc1F)C(=O)NCC1OCCCN1S(=O)(=O)c1cccs1 (configuration not stated),13,4,-5,-24,4,-1.0,12,1,-5
O=S(=O)(NC1CC1)c1cccc(S(=O)(=O)N2CCCC2)c1,-12,-9,4,8,2,-0.9,-15,0,-4
Cc1csc2nc(NC(=O)c3ccccc3)sc(=O)c12,10,10,8,-7,-6,2.4,-11,-3,-1

# Later entries
SMILES,CCR6 antag,EBI2 block,697 NFkB inh,Gli-Sufu antag,Jurkat NFkB inh,CHOP UPR activ,Mdm2-MdmX inh,CXCR6 block,UPR XBP1 act
O=C(NCc1ccccc1)C1=C[C@H](c2ccc(C(F)(F)F)cc2)C[C@H](OCc2ccc(CO)cc2)O1,16,20,7,-9,10,-0.9,9,3,-4
O=C(O)C[C@H]1c2ccccc2S(=O)(=O)N1C1CCCCC1,-3,-4,17,0,-4,-1.7,-9,-4,-3
Cc1ccc(Nc2nc(C(=O)N3CCC(C(=O)N4CCN(C)CC4)CC3)cs2)cc1,-11,10,1,3,-10,-0.6,2,10,1
Cc1nn(C)c(C(=O)Nc2ccc(S(=O)(=O)NC34CC5CC(CC(C5)C3)C4)cc2)c1Br,1,23,-51,21,18,4.4,48,-2,5
O=C1NNC(c2ccccc2)=N/C1=C\c1ccccc1,-3,10,9,1,11,-1.1,17,12,-2
Cc1cc(C)n2cc(CSc3ccccn3)nc2n1,10,-10,9,-25,-2,-3.5,-24,-2,-1
COc1ccc(NC(=O)C2CCN(S(=O)(=O)c3ccc(Br)s3)CC2)cc1OC,12,3,7,5,-5,0.9,-25,0,0
Cc1sc2ncnc(SCC(=O)N3CCN(C(=O)c4ccco4)CC3)c2c1C,7,2,-14,17,7,-0.8,21,-4,-1
Cc1oc(C(C)(C)C)cc1C(=O)Nc1ccc(C(=O)O)cc1,-13,-3,-75,1,15,2.4,3,-14,2
COc1ccc(NC(C)=O)cc1S(=O)(=O)Nc1ccc2c(c1)OCCO2,1,-10,-4,0,10,-1.8,5,-1,-6
COc1ccc(N=C2SCC(=O)N2CCc2ccc(OC)c(OC)c2)cc1,0,14,-9,9,3,-1.0,2,9,0
CSc1nc(NCCCO)c2c3c(sc2n1)CN(C)CC3,1,-11,-11,9,-21,-0.3,12,-2,-3
Cc1ccc(Nc2ccncc2S(N)(=O)=O)cc1,-3,6,-4,3,-10,2.2,17,-12,0
Cc1cc(=O)[nH]c(SCC(=O)c2ccc3c(c2)NC(=O)CO3)n1,7,12,-8,-6,5,-0.9,-3,9,-1
CCN(C(=O)COC(=O)c1ccccc1NCCO)C1CCS(=O)(=O)C1 (configuration not stated),1,3,13,-8,10,1.9,29,7,1
CCCn1c(N)c(N(CCOC)C(=O)c2ccc([N+](=O)[O-])c(C)c2)c(=O)[nH]c1=O,0,3,2,-8,-13,-1.4,-19,2,-4
O=c1[nH]c(=O)n(CCOc2ccc(Cl)cc2)cc1Br,11,2,4,8,-2,-0.5,25,-2,2
COc1cc(NC(=O)C2CCCN2S(=O)(=O)c2ccc3c(c2)CCC(=O)N3)cc(OC)c1 (configuration not stated),14,2,12,-4,-5,-1.7,5,0,-3
CC1(C)CC2CC(C)(CN2C(=O)COC(=O)c2ccc(NC(=O)CC#N)cc2)C1 (configuration not stated),-1,1,-1,2,2,1.2,-31,-1,1
O=C(COc1ccccc1[N+](=O)[O-])Nc1ccc(N2CCN(C(=O)c3cccs3)CC2)cc1,-17,-26,6,13,26,0.5,14,3,-6
Cc1ccc(S(=O)(=O)N2CCOCC2)cc1C(=O)NCCc1ccc(Cl)cc1,7,-9,-10,1,3,1.7,6,-8,0
CN(C)S(=O)(=O)c1ccc(C(=O)Nc2ccc3ncccc3c2)cc1,-7,15,-53,-32,-58,3.5,-26,-2,0
CCC1C(=O)NCCN1Cc1nc(-c2ccc(C)s2)oc1C (configuration not stated),21,-13,-24,-14,17,-1.6,-10,8,3
CSC(=NS(=O)(=O)c1ccccc1)SC,15,2,-9,-14,-6,-2.9,20,0,-2
Cc1[nH]nc2c1C(c1ccc(OC(=O)c3ccco3)cc1)C(C#N)=C(N)O2 (configuration not stated),9,-12,18,-4,-20,-3.7,-2,1,-2

# The list goes on:
SMILES,CCR6 antag,EBI2 block,697 NFkB inh,Gli-Sufu antag,Jurkat NFkB inh,CHOP UPR activ,Mdm2-MdmX inh,CXCR6 block,UPR XBP1 act
Fc1ccc(NCc2cn3ccccc3n2)cc1,-3,-4,-34,19,-32,2.2,-29,8,1
Cc1ccc(Oc2ccc(C(=O)NC3CCSC3=O)cn2)cc1 (configuration not stated),-21,49*,6,-11,1,2.0,3,1,-1
O=c1c2ccccc2n(Cc2ccc(F)cc2)c(=O)n1C1CCCC1,14,10,1,-1,13,-1.6,32,-5,-1
O=C(O)C1=C[C@@H](C2CC2)C[C@@H](OCc2ccc(CO)cc2)O1,7,-7,-22,-6,13,1.4,-12,-6,0
CC(C)N(C(=O)COC(=O)c1ccc(Cl)c(S(N)(=O)=O)c1)C(C)C,-5,-3,9,-7,3,-1.2,10,0,-2
Cc1cc(OC(=O)c2ccc(Cl)cc2)cc(=O)n1C,-13,-3,22,8,12,-1.2,7,-3,0
CCO/N=C1\C(=O)N(c2ccccc2)c2ccccc21,20,4,-2,-3,-7,-0.6,3,10,4
COc1cc(OC)c(NC(=O)C2CCCO2)cc1Cl (configuration not stated),9,-5,-3,19,9,-0.1,8,-8,-2
CCN(CC(=O)Nc1ccc(NC(C)=O)cc1)C(=O)C1CCCN(C(=O)c2ccc(Cl)cc2)C1 (configuration not stated),-1,-8,7,-1,-5,1.0,15,-4,-3
CSc1nc(N)nc2c1ncn2CC(=O)N1CCN(Cc2c(C)cc(C)cc2C)CC1,12,-7,26,51,34,7.4,43,0,6
CCCn1c(N)c(C(=O)CN2CCN(S(=O)(=O)c3cccs3)CC2)c(=O)[nH]c1=O,14,8,-7,-21,-12,2.4,14,-1,-1
Cc1nn(C(C)C(=O)NCCC2=CCCCC2)c(=O)c2nn(-c3ccccc3)c(C)c12 (configuration not stated),24,-3,-26,3,-8,2.8,0,10,-4
Fc1ccc(N/N=C/C=C/c2ccccc2)c(F)c1,-10,-16,-43,-5,-39,3.7,-58,-6,6
CCN(CC)CCN(Cc1cc2cc(C)ccc2[nH]c1=O)C(=O)Nc1ccccc1OC,-2,7,-16,10,-12,-4.1,14,6,-5
CCOC(=O)c1sc(=NC(=O)/C=C/c2ccccc2)n(C)c1C,13,28,-38,-21,-70,5.7,-8,9,0
COc1cccc(CN2CCNC(=O)C2CC(=O)N(C)CCc2ccccn2)c1 (configuration not stated),4,-10,19,-11,0,-1.0,6,-9,2
COc1ccnc(Oc2ccccc2)n1,10,-11,2,-3,-5,2.6,-3,6,4
CCc1ccc(NCc2nc(-c3ccccc3)no2)cc1,7,-7,-32,-42,-6,3.6,-6,-5,4
O=C(c1cccc(Cl)c1)N1CCC(N2CCC(C(=O)N3CCCC3)CC2)CC1,0,-13,-15,10,8,-0.1,4,1,-5
Cc1ccccc1NC(=O)Cc1nc(COC(=O)c2cc([N+](=O)[O-])ccc2N)cs1,23,5,-15,0,26,2.8,20,13,-6
c1ccc(-n2ncc3c(NCc4cccs4)ncnc32)cc1,18,33,-97,-79,-99,5.3,-106,-6,8
Cc1ccc(NC(=O)CN2C(=O)/C(=C\c3cccs3)SC2=S)cc1,19,7,3,-12,-11,2.2,28,0,-1
CC(C(=O)NCc1ccc2c(c1)OCO2)N1c2cccc3cccc(c23)S1(=O)=O (configuration not stated),4,15,-4,0,-2,-0.5,12,-4,-1
C=CCN1C(=O)c2oc3ccccc3c(=O)c2C1c1ccc(O)c(OC)c1 (configuration not stated),-3,3,9,-8,18,0.2,2,1,-2
